HADH2 inhib – qHTS Assay for Inhibitors of HADH2 (Hydroxyacyl-Coenzyme A Dehydrogenase, Type II); 3-hydroxyacyl-CoA dehydrogenase type-2 (Homo sapiens), Q99714; 3.4% of 73,000 active; recombinant HADH2, NADH fluorescence, beta-hydroxybutyryl-CoA; Potency, µM (doses to about 57.1 µM), without a hit: at the top dose activity change, negative = inhibition, usual class: inhibitors; further: potency means the concentration at half of the fitted maximal effect; on the % scale 0 is the no-effect control and ±100 the full control effect; nearly all actives have a fitted effect of over 60% in size; many of its hits are not listed in these tables
Target sequence (Q99714 whole entry, looked up, one chain of several): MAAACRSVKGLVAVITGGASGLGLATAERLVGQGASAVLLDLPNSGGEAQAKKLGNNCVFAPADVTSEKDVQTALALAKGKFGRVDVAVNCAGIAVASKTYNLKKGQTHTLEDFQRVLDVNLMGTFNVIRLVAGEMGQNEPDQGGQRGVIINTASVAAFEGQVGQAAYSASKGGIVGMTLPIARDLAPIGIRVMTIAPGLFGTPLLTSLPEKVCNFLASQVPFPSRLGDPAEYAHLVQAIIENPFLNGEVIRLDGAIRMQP
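Buffer 100 mM Tris-HCl pH 9.0/0.01% Tween-20; HADH2 20 nM; NAD+ 1 mM; beta-hydroxybutyryl-CoA 90 uM (all final). 15 min cpd preincubation, RT.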
DNA Pol III inh – qHTS Assay for Inhibitors of DNA Polymerase III Holoenzyme System | reconstituted DNA polymerase III holoenzyme replication, biochemical | Potency, µM (doses to about 57.1 µM), for inactives: at the highest dose activity change, negative = inhibition | 0.25% of 71,000 active; further: potency means the concentration at half of the fitted maximal effect; on the % scale 0 is the no-effect control and ±100 the full control effect
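Reconstituted *E. coli* holoenzyme (0.35 nM Pol III, 1 nM beta, 154 nM SSB, 2 nM primase) was preincubated with compound for 15 min at RT. Synthesis on 1.4 nM ssM13Gori ran 35 min, then was stopped with PicoGreen/EDTA and read as dsDNA fluorescence.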
ALOX15 inhib – qHTS Assay for Inhibitors of 15-hLO (15-human lipoxygenase) | Polyunsaturated fatty acid lipoxygenase ALOX15 (Homo sapiens), P16050 | purified 15hLO-1, xylenol orange hydroperoxide absorbance | Potency, µM (top dose mostly 57.1 µM), for the others: at the highest dose activity change, negative = inhibition, hits mostly inhibitors | 1.4% of 74,000 active | AID 887, 2007; further: potency means the concentration at half of the fitted maximal effect; on the % scale 0 is the no-effect control and ±100 the full control effect; nearly all actives have a fitted effect of over 55% in size
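Inhibition is scored from a chromogenic endpoint. After 15 min enzyme-compound contact, arachidonic acid (50 uM final) reacts 6 min with 40 nM 15hLO-1 at room temperature, then Fe-XO reagent is added for 30 min and absorbance ratio recorded.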
Hsp90 Hop PPI – qHTS Assay for Disrupters of an Hsp90 Co-Chaperone Interaction. AlphaScreen TPR2A-His6 binding biotin-Hsp90 C-terminal peptide. 0.44% of 71,000 active. Potency, µM (titrated, usually from 57 µM), for inactives: top-dose activity change, negative = inhibition. Hsp90 C-terminal peptide / TPR2A (Hop) interaction, human; active means well fitted curve in either direction with a large enough effect; inconclusive means small, poorly fitted or top-dose-only effect, or another doubt; further: potency means the concentration at half of the fitted maximal effect; on the % scale 0 is the no-effect control and ±100 the full control effect; many of its hits are not listed in these tables
GFP derepression – qHTS Assay for Epigenetic Modulators; 0.09% of 68,000 active; AID 597, 2007; mouse C127i GFP locus derepression, cytometry, 30 h; Potency, µM (top dose mostly 46.1 µM), for inactives: at the top dose GFP derepression (activation); further: % of control where 0% means no effect
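Locus derepression in mouse mammary C127i cells whose integrated CMV-GFP reporter is normally silent; GFP expression after 30 h compound treatment was quantified by counting fluorescent cells.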
ERK AVP inh – qHTS Assay for Inhibitors of the ERK Signaling Pathway using a Homogeneous Screening Assay; HEK293-V1b, vasopressin-stimulated pERK AlphaScreen; Potency, µM (top dose mostly 57.5 µM), for inactives: at the highest dose activity, negative = inhibition, hits mostly inhibitors; 0.99% of 72,000 active; AID 995, 2007; further: potency means the concentration at half of the fitted maximal effect; on the % scale 0 is the no-effect control and ±100 the full control effect; nearly all actives have a fitted effect of over 55% in size
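qHTS, compounds titrated on V1b-expressing HEK293 cells. Preincubation 30 min at 37C, vasopressin 25 nM for 5 min, lysis 10 min, bead incubation 5 hr at room temperature.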
CRE-bla Fsk – Cell signaling CRE-BLA (Fsk stim); CHO CRE-bla reporter (cAMP response element driving beta-lactamase), forskolin EC10, beta-lactamase ratio; Potency, µM (titrated, usually from 38.2 µM), without a hit: at the highest dose activity change, negative = inhibition, hits mostly activators; AID 662, 2007; 2.5% of 71,000 active; active means well fitted activation curve with a large enough effect in the signal ratio, with a control signal flat, not every such curve was filed as active; inconclusive means small, poorly fitted or top-dose-only effect, or effect the other way, or a change in a side signal; the % refers to the signal ratio; further: potency means the concentration at half of the fitted maximal effect; % of control where 0% means no effect
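The 460nm/530nm emission ratio after CCF4 loading defined %Activity, from which AC50 values were obtained. CRE-bla CHO cells received compound dilution series together with an EC10 level of NKH 477 for 3 hours at 37 degrees Celsius.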
UbGFP stabilizer – Ubiquitin-GFP Assay. Ubiquitin-GFP reporter cells, proteasome inhibition, GFP fluorescence; response scale: untreated = 0%, 10 µM MG-132 = 100%. Potency, µM (titrated, usually from 45.9 µM), for the others: at the highest dose activation (GFP accumulation), actives largely listed as activators. 67,000 tested, under 10 active. AID 526, 2006; active means well fitted activation curve with a large enough effect, not every such curve was filed as active; inconclusive means small, poorly fitted or top-dose-only effect, or another doubt; inactive means no such curve, though single readings can be large or run the other way; further: potency means the concentration at half of the fitted maximal effect
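Proteasome blockade was scored as a rise in GFP-expressing U2OS cells carrying a ubiquitin(G76V)-GFP construct, imaged after 4 hr compound treatment at 37 °C across a 46 uM–2.9 nM series.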
Luciferase inh – qHTS Assay for Inhibitors of Firefly Luciferase; AID 411, 2009; 2.2% of 72,000 active; Luciferin 4-monooxygenase (Photinus pyralis), P08659; purified firefly luciferase, luminescence, 8 min; Potency, µM (highest dose often 57.1 µM), for inactives: at the highest dose activity change, negative = inhibition, most hits filed as inhibitors; further: potency means the concentration at half of the fitted maximal effect; on the % scale 0 is the no-effect control and ±100 the full control effect; nearly all actives have a fitted effect of over 40% in size
Target sequence (P08659 whole entry, looked up): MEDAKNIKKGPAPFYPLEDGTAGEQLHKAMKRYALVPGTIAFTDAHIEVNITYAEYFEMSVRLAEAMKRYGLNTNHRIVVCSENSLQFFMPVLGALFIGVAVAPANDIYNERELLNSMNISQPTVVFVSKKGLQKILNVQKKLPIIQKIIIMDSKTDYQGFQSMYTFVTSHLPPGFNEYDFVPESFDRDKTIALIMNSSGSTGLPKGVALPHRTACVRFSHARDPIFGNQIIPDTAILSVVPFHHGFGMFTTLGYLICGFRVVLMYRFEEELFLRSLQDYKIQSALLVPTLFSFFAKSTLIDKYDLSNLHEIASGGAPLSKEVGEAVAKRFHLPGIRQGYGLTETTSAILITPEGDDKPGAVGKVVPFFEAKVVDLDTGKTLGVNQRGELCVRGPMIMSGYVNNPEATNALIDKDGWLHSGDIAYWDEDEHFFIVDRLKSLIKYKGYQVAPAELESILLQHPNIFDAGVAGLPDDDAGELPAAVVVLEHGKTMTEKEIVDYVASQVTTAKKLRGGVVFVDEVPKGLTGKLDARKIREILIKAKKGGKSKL
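Substrate buffer containing 10 uM ATP (pH 7.2 imidazole, Mg2+, KCl, detergent, BSA) is dispensed, compound pinned in, then luciferase/luciferin detector mix added. After 8 min at ambient temperature, light output is measured.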
HBB splice mod – qHTS Assay for Modulators of Hemoglobin Beta Chain Splicing; HBB splicing reporter cell assay, activation; EGFP reporter with mutant IVS2-654 intron; response scale: normalised to 500 nM splice-correcting PNA; Potency, µM (highest dose often 46.1 µM), for the others: at the top dose activation, usual class: activators; 0.06% of 65,000 active; further: potency means the concentration at half of the fitted maximal effect; 0% is about no effect
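Compounds were applied for 2 days to HeLa EGFP-654 cells, 500/well in Optimem with 2% FCS. The reporter's EGFP is disrupted by mis-splicing of beta-globin intron IVS2-654. Readout: summed well GFP fluorescence from 488 nm laser scanning; reference was 500 nM antisense […] 654 PNA.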
Tau filament bind – qHTS Assay for Tau Filament Binding. Microtubule-associated protein tau (Homo sapiens), P10636. recombinant tau filaments, thioflavin S fluorescence, 15 h; filaments grown with octadecylsulfate alongside compound. Potency, µM (top dose mostly 57.1 µM), inactives show top-dose activity change, negative = inhibition. AID 596, 2007. 2% of 71,000 active;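 further: potency means the concentration at half of the fitted maximal effect; on the % scale 0 is the no-effect control and ±100 the full control effect; actives lower thioflavin S fluorescence by blocking filaments or displacing dye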
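ThS-based fibril read: tau 1 uM final, inducer ODS 30 uM final, 37 C for 15 h, ex 450/em 510 nm.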
* hit, by the source's call; i = inactive; ? = inconclusive; · = not tested or not shown; [ ] = dose if it differs, or a comment. Unless noted, the call rests on the fitted dose curve; in most records, active means well fitted curve in the direction sought with a large enough effect; inconclusive means small, poorly fitted or top-dose-only effect, or another doubt; inactive means no such curve, though single readings can be large; an effect the other way counts as inactive or inconclusive. Not all compounds are listed; the hit share may differ from the screen's.

Preview, 8 compounds:
SMILES	HADH2 inhib	DNA Pol III inh	ALOX15 inhib	Hsp90 Hop PPI	GFP derepression	ERK AVP inh	CRE-bla Fsk	UbGFP stabilizer	Luciferase inh	HBB splice mod	Tau filament bind
CCC(c1nnnn1C(C)(C)CC)N(CCCO)Cc1cc2cccc(C)c2[nH]c1=O (centres undefined)	12%	-2%	?	-6%	-1%	5%	14%	-3%	-2%	·	-8%
O=C(c1cc(C(F)(F)F)cc(C(F)(F)F)c1)N1CCC2(CCCN(c3ccccn3)C2)CC1	-11%	-7%	-1%	-5%	-2%[9.22 µM]	-8%	1%	-4%	0%[11.4 µM]	3.8%	-13%
Cc1noc(C)c1-c1ccc2ncnc(Nc3ccc(F)cc3)c2c1	3%	-5%	-6%	1%	5%[9.22 µM]	14%	14%	2%	1%[2.29 µM]	-0.2%	8%
C=CCn1c(SCn2nnc3ccccc3c2=O)nnc1-c1ccc(F)cc1	9%	-5%	-4%	-1%	-1%	-23%	9%	-2%	-4%	-0.2%	-19%
CCOc1ccc(C2C(C(=O)c3ccco3)=C(O)C(=O)N2Cc2cccnc2)cc1OC (centres undefined)	6%	3%	?	-3%	-1%	-11%	?	3%	-1%	2.6%	1%
O=C(CSc1nc2ccccc2c(=O)n1CCCO)NCc1ccccc1	2%	2%	7%	0%	0%	-16%	-15%	0%	3%	-1.8%	-2%
CC1(C)Cc2ccccc2C2CC(O)C(=O)N21 (centres undefined)	-20%	-1%	?	-6%	-3%	33%[activator]	?	0%	0%	?	-24%
COc1cc2c(cc1OC)CN(C(=O)CSc1nnc(C)s1)CC2	5%	2%	11%	-5%	-3%	-8%	18%	-2%	1%	0.9%	6%

The list itself, from the start:
SMILES	HADH2 inhib	DNA Pol III inh	ALOX15 inhib	Hsp90 Hop PPI	GFP derepression	ERK AVP inh	CRE-bla Fsk	UbGFP stabilizer	Luciferase inh	HBB splice mod	Tau filament bind
CCC(c1nnnn1C(C)(C)CC)N(CCCO)Cc1cc2cccc(C)c2[nH]c1=O (centres undefined)	12%	-2%	?	-6%	-1%	5%	14%	-3%	-2%	·	-8%
O=C(c1cc(C(F)(F)F)cc(C(F)(F)F)c1)N1CCC2(CCCN(c3ccccn3)C2)CC1	-11%	-7%	-1%	-5%	-2%[9.22 µM]	-8%	1%	-4%	0%[11.4 µM]	3.8%	-13%
Cc1noc(C)c1-c1ccc2ncnc(Nc3ccc(F)cc3)c2c1	3%	-5%	-6%	1%	5%[9.22 µM]	14%	14%	2%	1%[2.29 µM]	-0.2%	8%
C=CCn1c(SCn2nnc3ccccc3c2=O)nnc1-c1ccc(F)cc1	9%	-5%	-4%	-1%	-1%	-23%	9%	-2%	-4%	-0.2%	-19%
CCOc1ccc(C2C(C(=O)c3ccco3)=C(O)C(=O)N2Cc2cccnc2)cc1OC (centres undefined)	6%	3%	?	-3%	-1%	-11%	?	3%	-1%	2.6%	1%
O=C(CSc1nc2ccccc2c(=O)n1CCCO)NCc1ccccc1	2%	2%	7%	0%	0%	-16%	-15%	0%	3%	-1.8%	-2%
CC1(C)Cc2ccccc2C2CC(O)C(=O)N21 (centres undefined)	-20%	-1%	?	-6%	-3%	33%[activator]	?	0%	0%	?	-24%
COc1cc2c(cc1OC)CN(C(=O)CSc1nnc(C)s1)CC2	5%	2%	11%	-5%	-3%	-8%	18%	-2%	1%	0.9%	6%
O=C(CSc1nncs1)NC(=O)NCc1ccccc1	-12%	?	0%	-4%	-3%	5%	-3%	-3%	1%	-0.4%[57.5 µM]	-1%
CCC1CCCCN1Cc1ccc(OC)c(OC)c1 (centres undefined)	3%	-2%	4%	-2%	-4%	35%[activator]	-6%	-8%	0%	0.4%[9.22 µM]	10%
Nc1nc(-c2cccc([N+](=O)[O-])c2)cc(-c2cc(-c3cccc([N+](=O)[O-])c3)nc(N)n2)n1	8%[11.4 µM]	3%[11.4 µM]	11%[11.4 µM]	-5%[11 µM]	-1%[9.22 µM]	-14%[11.5 µM]	-4%[7.6 µM]	-9%[9.17 µM]	0%[11.4 µM]	-2.2%[9.22 µM]	-26%[11.4 µM]
Cc1nn(Cc2ccccc2)c2c1C(c1ccncc1)C(C#N)=C(N)O2 (centres undefined)	-9%[11.4 µM]	-7%[11.4 µM]	-8%[11.4 µM]	-4%[11 µM]	2%	-19%	?	-9%[9.17 µM]	1%	-4.9%[0.0738 µM]	8%[11.4 µM]
CCCc1nc2sc3c(c2c(=O)n1N)CCC3	-4%	-2%	?	0%	-4%	-2%	?	4%	0%	-1.6%[9.22 µM]	16%
COc1cccc(Cn2c(=O)c(-c3cccs3)nc3cnc(N4CCNCC4)nc32)c1	29%	-14%	0%	27%	5%[9.22 µM]	6%	?	0%	-3%[11.4 µM]	1.5%	i
O=C(O)c1ccccc1C(=O)NCc1cccnc1	20%	-3%	14%	-2%	3%	9%	-1%	-4%	0%	·	-9%
Cn1c(Cc2cccs2)nnc1SCc1nc2ccccc2[nH]1	1%	-5%	6%	-4%	3%	-14%	18%	11%	-5%	-0.4%	-16%
c1ccc(CN2CCN(c3nc(-c4ccccc4)nc(-n4ccnc4)n3)CC2)cc1	-8%	7%	0%	?	0%	-28%	?	7%	2%	-0.8%	171%
O=C1CSC(=O)N1CC(O)COc1ccc(Cl)cc1 (centres undefined)	10%[11.4 µM]	-11%[11.4 µM]	2%[11.4 µM]	?	-2%	14%	?	10%[9.17 µM]	-1%	-2.1%[0.0738 µM]	-4%[11.4 µM]
COC(=O)c1c(C(=O)OC)c(C)n(Cc2cccnc2)c1C	1%	-3%	6%	0%	4%	-14%	2%	-3%	-1%	0.0%	-2%
O=C(CCc1ccccc1)NCCCN1CCOCC1	-5%	-3%	2%	3%	4%	-1%	3%	-1%	2%	·	-1%
COc1cnn(-c2ccccc2)c(=O)c1N(C)C	-5%	-6%	-1%	-5%	-3%	-32%	0%	1%	-1%	-1.4%	-5%
O=C(COC(=O)C1COc2ccccc2O1)NC1CCS(=O)(=O)C1 (centres undefined)	4%	0%	9%	-1%	0%	11%	-11%	0%	0%	0.9%[57.5 µM]	4%
CCOc1ccccc1Nc1ncnc2ccccc12	19%	-6%	?	?	-2%	?	0%	-4%	-8%	-0.3%[57.5 µM]	5%
O=C(CS(=O)(=O)Cc1ccccc1)Nc1cccnc1	3%	-2%	-5%	2%	0%	5%	-1%	0%	0%	-0.7%	5%
O=C(COc1ccc2c(c1)C(=O)CC1(CCCCC1)O2)NCc1ccccn1	?	0%	22%	?	-3%	17%	2%	-7%	3%	-1.4%	6%
O=C(Nc1ccc(N2CCCCC2)cc1)c1cncc(Br)c1	5%	-4%	3%	-12%	1%	-12%	-11%	0%	?	-0.9%	-26%
COc1ccc(C2CCN(Cc3cccnc3)CC2O)cc1 (centres undefined)	8%	-2%	2%	0%	0%	2%	-4%	3%	3%	·	2%
CC1=C(C(=O)Nc2ccc(F)cc2)C(c2ccc(C)o2)C2=C(CC(C)(C)CC2=O)N1 (centres undefined)	9%	-1%	-6%	-4%	2%	5%	-5%	15%	2%	-0.2%	-2%
COc1ccccc1CCNC(=O)c1ccoc1C	-7%	-3%	10%	2%	3%	-18%	-2%	-5%	-6%	-1.6%	-3%
COc1ccc(CCNc2oc(-c3ccco3)nc2C#N)cc1	?	4%	2%	-10%	3%	-24%	?	1%	-3%	-3.3%[0.369 µM]	-14%

Bioassay records: PubChem, National Center for Advancing Translational Sciences (NCATS)
